Bioassay records from PubChem BioAssay.
SIAH1 antagonists: Siah-1 peptide-binding antagonists, primary screen, biochemical, fluorescence polarization, rhodamine-plectin, uHTS (AID 1817) | one-dose displacement, % at 20 µM; IC50 in µM for titrated hits | hit rate 0.02% among 290,000 | Siah-1 / rhodamine-plectin peptide fluorescence polarization; higher % means a stronger effect;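 active means displacement of at least 50% at 20 µM, with a fluorescence ratio check between 0.3 and a set limit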;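 further: plate controls were Siah plus tracer with DMSO for no effect and tracer alone without Siah for full effect; strong numbers were not always called active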
Yfh1-depleted yeast: enhancers of respiration in Yfh1-depleted yeast, dose response, Friedreich's ataxia, plus single-dose screen (AID 1465) | S. cerevisiae Yfh1-off respiration, WST-1 reduction, 72 h; higher fold induction means a stronger effect | fold induction at 50 µM; hits with a dose series show EC50 in µM | hit rate 0.074% among 220,000;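 active means fold induction of absorbance versus untreated yeast above a set limit, then at least 30% activation at any dose in follow-up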;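 further: activators that raise dye reduction in frataxin-depleted yeast; strong numbers were not always called active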
XIAP antagonists: small molecules displacing peptide from XIAP – biochemical, IAP family, fluorescence polarization (AID 1018) | XIAP BIR domain, fluorescence polarization peptide displacement; higher % means a stronger effect | displacement, % at 20 µM, or IC50 in µM where a hit was titrated | hit rate 0.007% among 200,000; in the data active means displacement above about 50%; further: a part of the inactive calls stands beside numbers as strong as those of hits
P. falciparum M17LAP: P. falciparum M17LAP inhibitors, primary screen, biochemical, fluorogenic H-Leu-NHMec substrate, 1536-well (AID 1619) | recombinant M17LAP, H-Leu-NHMec fluorogenic kinetic assay; higher % means a stronger effect | inhibition, % at 30 µM, or IC50 in µM where a hit was titrated | hit rate 0.38% among 220,000;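 active means compound inhibiting the enzyme by more than half at any dose during confirmatory dose-response retesting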;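 further: plate controls were full reaction with DMSO carrier for no effect and no enzyme background for full effect; strong numbers were not always called active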
PhoP inhibition: PhoP-dependent GFP reporter repression – Salmonella Typhimurium, primary screen (AID 1863); inhibition, % at 50 µM, or IC50 in µM where a hit was titrated; hit rate 0.16% among 300,000; S. Typhimurium PhoP-regulated promoter GFP reporter, 4 h; higher % means a stronger effect;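 active means inhibition over 29.93%, a cutoff 3 SD above the screen mean, later confirmed by dose response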;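 further: 0% = low Mg2+ inducing control and 100% = high Mg2+ repressing control; strong numbers were not always called active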
PMI inhibition: MPI inhibition at elevated mannose 6-phosphate – biochemical, fluorescence intensity, high mannose 6-phosphate, primary screen (AID 1220); recombinant PMI enzyme, coupled fluorescence intensity; higher % means a stronger effect; inhibition, % at 20 µM; hits with a dose series show IC50 in µM; hit rate 0.66% among 190,000; in the data active means inhibition above about 50%
West Nile antiviral: inhibition of WNV-induced cytopathic effect – cell-based, CPE readout (AID 1621); West Nile virus-infected cells, CPE inhibition; higher % means a stronger effect; CPE inhibition, % at 10 µM; hits with a dose series show IC50 in µM; hit rate 0.02% among 290,000; in the data active means a potency from the dose series; further: strong numbers were not always called active
ER stress rescue: protection against thapsigargin-triggered cell killing – 384-well, CSM14.1, ATP luminescence, primary screen (AID 1222); CSM14.1 thapsigargin-induced death rescue, ATP luminescence; higher % means a stronger effect; cellular ATP content (survival), % at 20 µM, or EC50 in µM where a hit was titrated; 190,000 tested, under 10 active;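 active means EC50 below 50 µM in the dose-response confirmation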;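 further: death triggered by thapsigargin at about 15 µM added after 2 h compound pretreatment; cell ATP read after overnight thapsigargin exposure of roughly 18 to 22 hours; normalized against plate controls of thapsigargin alone and 5% DMSO vehicle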
P. falciparum M1AAP: P. falciparum M1AAP inhibitors, biochemical, fluorogenic H-Leu-NHMec substrate, 1536-well (AID 1445); one-dose inhibition, % at 30 µM; IC50 in µM for titrated hits; hit rate 0.42% among 220,000; recombinant M1AAP, H-Leu-NHMec fluorogenic kinetic assay; higher % means a stronger effect;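 active means primary inhibition above the hit cutoff, then over 50% inhibition at one or more dose response concentrations, cut at about 23% in these data, passing the limit was not always enough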;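 further: plate controls were DMSO full reaction for no effect and no enzyme background for full effect; strong numbers were not always called active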
The depositor's hits bear a star; i = inactive; / = not tested or not shown; & = joins results of further samples.

Screens in order: SIAH1 antagonists, Yfh1-depleted yeast, XIAP antagonists, P. falciparum M17LAP, PhoP inhibition, PMI inhibition, West Nile antiviral, ER stress rescue, P. falciparum M1AAP
> c1ccc(-c2oc3ncnc(NCCN4CCOCC4)c3c2-c2ccccc2)cc1
    -10%, i, -8.5%, -9%, 14%, -17%, -0.1%, -0.9%, 2%
> CC(Oc1ccc(Cl)cc1)/C(N)=N/O (stereo unspecified)
    3%, i, -3.2%, 5%, 7%, -2%, -0.4%, -0.3%, 2%
> COc1cccc(C(c2sc3nc(C)nn3c2O)N2CCc3ccccc3C2)c1 (stereo unspecified)
    8%, i, -2.5%, 13%, 7%, 43%, -0.2%, -2.1%, 2%
> COc1ccc(-n2c(C)nc3sc4c(c3c2=O)CCC4)cc1
    14%, i, -5.9%, 1%, -5%, 8%, -0.4%, -2.3%, -8%
> Cc1ccc(CCSCC(=O)O)cn1
    7%, i, -1.2%, 10%, 1%, -3%, -0.4%, -2.9%, 0%
> CCc1nc(Nc2ccc(N3CCN(C(C)=O)CC3)cc2)c2oc3ccccc3c2n1
    -5%, i, -6.1%, 7%, 8%, 7%, 1.1%, 3.1%, 5%
> CC1CCC(C(C)C)C(OC(=O)CSc2nccc(=O)[nH]2)C1 (stereo unspecified)
    -3%, i, -6.0%, -6%, -11%, -10%, /, -0.5%, 3%
> Cc1cc(-c2nc(C)c(-c3nnc(SCC(=O)Nc4ccc(Cl)cc4)n3C)s2)no1
    19%, i, /, 1%, -2%, /, -0.2%, /, 9%
> COc1ccc(C2C3(C#N)C(N)=NC(OC)(OC)C23C#N)cc1 (stereo unspecified)
    0%, i, -2.3%, -4%, -8%, -4%, 0.3%, -0.6%, 0%
> COc1cccc(NC(=O)COc2ccc(N3CC(C(=O)NCC(C)C)CC3=O)cc2)c1 (stereo unspecified)
    0%, i, -2.3%, -5%, -2%, 10%, -0.8%, /, 1%
> O=C1OC(/C=C/c2ccc(Cl)cc2)=NC/1=C/c1ccco1
    42%, i, -9.3%, 39%, -19%, -9%, 0.5%, 16%, 13%
> COCC1CCCN(C(=O)c2ccc(OC3CCN(Cc4ccccn4)CC3)cc2)C1 (stereo unspecified)
    -1%, i, -0.4%, 1%, -4%, 7%, -0.2%, 1.0%, 3%
> Cc1cc(C)nc(NS(=O)(=O)c2ccc(NC(=O)CSc3nc4ccccc4[nH]3)cc2)n1
    4%, i, -5.4%, 8%, 3%, 1%, 1.0%, -3.0%, 10%
> CC(=O)Nc1ccc(-c2ccc(NC(C)=O)c(O)c2)cc1O
    29%, i, /, 14%, -14%, /, 0.0%, /, 8%
> COC(=O)c1ccccc1OCc1cccc(C)n1
    3%, i, -4.1%, 6%, 0%, -6%, 1.0%, 3.4%, -14%
> Cc1ccc2oc(=O)c3cc(C(=O)NCCN4CCc5ccccc5C4)sc3c2c1
    -7%, /, -6.9%, 18%, 22%, 3%, /, -0.2%, 8%
> O=C(NCc1ccc(C(F)(F)F)cc1)C1CC(c2c(Cl)cccc2Cl)=NO1 (stereo unspecified)
    -2%, i, -3.1%, -7%, 7%, 17%, -0.6%, 0.0%, -1%
> CCCCCc1nnc(NC(=O)C(=O)OCC)s1
    2%, i, 2.0%, 17%, -18%, -9%, 1.0%, 1.8%, 10%
> Cc1cc(NC(=O)CCl)n(-c2nc3ccccc3s2)n1
    -6%, i, -4.1%, 6%, -3%, 6%, -0.1%, -0.7%, 1%
> CCc1ccc(N2C(=O)C3NN=C(C(=O)OCc4ccccc4)C3C2=O)cc1 (stereo unspecified)
    1%, i, -4.7%, 12%, -10%, 6%, 0.1%, -1.4%, 11%
> CCCC(C(=O)O)n1c(O)c(C=C2N=c3ccccc3=N2)sc1=S (stereo unspecified)
    12%, i, /, 41%, -6%, /, 0.4%, /, 20%
> COc1ccc(CCNC(=O)CSc2nn(-c3ccccc3)c(=S)s2)cc1OC
    10%, i, 0.2%, 13%, -11%, 3%, -0.6%, 1.2%, 17%
> O=C(NCCN1CCOCC1)c1cccs1
    -2%, i, -1.7%, -2%, 14%, 4%, 0.7%, -1.0%, -6%
> CC(C)CC(NC(=O)OC(C)(C)C)C(=O)NCc1ccccc1 (stereo unspecified)
    -1%, i, -0.5%, -9%, 2%, 4%, -0.2%, -1.2%, 0%
> CC(C)(C)C1(O)CC(C(F)(F)F)=NN1C(=O)Cc1ccc([N+](=O)[O-])cc1 (stereo unspecified)
    -5%, i, -7.5%, 1%, 0%, 0%, -0.9%, -0.2%, 0%
> COc1cc(/C=N/NC(=S)Nc2cccnc2)cc(OC)c1O
    -5%, i, 0.4%, 8%, -5%, 10%, 0.3%, -0.6%, 18%
> C=CCn1nc(-c2ccccc2)c2c(C)onc2c1=O
    0%, i, -1.8%, 5%, -5%, 5%, -0.6%, 2.8%, 0%
> CC(=O)c1cc(C(=O)N2CCCC(CCC(=O)N(C)CCc3ccccn3)C2)cs1 (stereo unspecified)
    8%, i, -2.8%, -4%, -7%, -2%, -0.3%, -1.1%, 4%
> O=C(O)c1ccccc1N/N=C/c1c(Sc2nnnn2-c2ccccc2)nc2ccccn2c1=O
    -8%, i, /, -1%, 13%, /, 1.0%, /, 6%
> Cc1sc2nc(COC(=O)c3ccc(O)cc3)[nH]c(=O)c2c1C
    15%, i, /, -3%, -12%, /, -0.3%, /, 7%
> O=C(O)C1C2CC2CN1C(=O)c1ccc(Cl)cc1Cl (stereo unspecified)
    -2%, i, -20%, -5%, -1%, 4%, 0.6%, 1.0%, 2%
> O=C(CCc1ccc(O)cc1)c1c(O)cc(O)cc1O
    -5%, i, /, -3%, -13%&8%, /, 0.5%, /, 4%
> O=C(N/N=C/c1ccc(OCc2ccccc2)cc1)c1ccc(O)cc1
    -3%, i, -6.9%, 2%, -1%, 4%, -0.8%, -0.6%, -4%
> CC(Sc1ncnc2ccccc12)C(=O)Nc1ccc2c(c1)OCCO2 (stereo unspecified)
    -6%, i, 0.6%, 16%, -3%, -4%, -0.2%, -2.0%, 10%
> O=C(CSc1nc2ccccc2[nH]1)Nc1ccccc1N1CCOCC1
    6%, i, -4.8%, 9%, 14%, -8%, -0.4%, -1.8%, 5%
> CCOC(=O)N1CCC(Nc2nc3ccccc3n3nnnc23)CC1
    -1%, /, -2.0%, -14%, 5%, 4%, /, -1.0%, -1%
> CCN(C(=O)CN1CCCCC1)C1(C)C(=O)c2ccccc2C1=O
    0%, i, -8.9%, -2%, 5%, -9%, -0.6%, -2.1%, 2%
> CCc1nn2cc(C(=O)c3ccccc3O)cnc2c1-c1ccc(F)cc1
    8%, i, -1.4%, 14%, -9%, 6%, -1.1%, -1.2%, 3%
> C#CCSc1nnc(CSc2nc3ccccc3s2)n1-c1ccccc1
    1%, i, -4.4%, -4%, 4%, 8%, 0.5%, 0.1%, 5%
> CCCc1nc2ccccc2c(C(=O)OCc2nnc(-c3cc(OC)c(OC)c(OC)c3)o2)c1CC
    0%, /, -6.0%, 1%, -4%, 12%, /, 2.9%, 5%

Brought forward from above: 2 entries, then new ones.
Screens in order: SIAH1 antagonists, Yfh1-depleted yeast, XIAP antagonists, P. falciparum M17LAP, PhoP inhibition, PMI inhibition, West Nile antiviral, ER stress rescue, P. falciparum M1AAP
> C#CCSc1nnc(CSc2nc3ccccc3s2)n1-c1ccccc1
    1%, i, -4.4%, -4%, 4%, 8%, 0.5%, 0.1%, 5%
> CCCc1nc2ccccc2c(C(=O)OCc2nnc(-c3cc(OC)c(OC)c(OC)c3)o2)c1CC
    0%, /, -6.0%, 1%, -4%, 12%, /, 2.9%, 5%
> CCOC(=O)CS(=O)(=O)c1ccccc1
    2%, i, -3.1%, -2%, 0%, 2%, 0.4%, -0.1%, 11%
> COc1ccc(NC(=O)CSc2ccc3c4c(cccc24)C(=O)c2ccccc2-3)cc1
    2%, i, 0.9%, -8%, -28%, -15%, 13%, 3.8%, 6%
> Cc1ccc(C)c(NC(=O)C2CC(O)CN2C(=O)OC(C)(C)C)c1 (stereo unspecified)
    -2%, i, -4.5%, -3%, -7%, -4%, 0.4%, -0.7%, 0%
> CCOC(=O)c1cc(C)n(-c2ccc(Cl)cc2)c1C
    17%, i, /, -1%, -8%, /, -0.2%, /, -1%
> COc1ccc(Cl)cc1-c1nc(SCC(N)=O)n[nH]1
    12%, i, /, -4%, 46%, /, -0.5%, /, 1%
> CCc1nnc(NC(=O)CSc2nnc(-c3ccoc3C)n2-c2cccc(C)c2)s1
    0%, i, -8.1%, -5%, -28%, 14%, 0.4%, -2.1%, 3%
> COc1cccc(S(=O)(=O)NCc2ccc3c(c2)OCO3)c1
    -1%, i, -4.0%, 16%, -1%, -9%, -0.7%, 0.6%, 9%
> CCn1cc([N+](=O)[O-])c(C(=O)Nc2ccc3c(c2)OCCO3)n1
    3%, i, -9.5%, 10%, 5%, 0%, -0.2%, -2.2%, 7%
> CCCCCc1nnc(NC(=O)c2ccc(=O)n(C)n2)s1
    5%, i, -2.2%, 21%, 3%, -5%, 0.2%, 0.0%, 3%
> COc1ccc(C(C(=O)NCC2CCCO2)N(C(=O)CNC(=O)c2cccs2)c2ccc(C)cc2)cc1OC (stereo unspecified)
    -6%, i, -10%, 10%, -1%, -16%, -0.5%, 0.3%, 0%
> OC(COc1ccc2cc(Br)ccc2c1)CN1CCN(c2ccccn2)CC1 (stereo unspecified)
    2%, i, -6.9%, 1%, 10%, 0%, -1.0%, -0.5%, -1%
> COc1cccc(-c2nc(CS(=O)(=O)CC(=O)Nc3cc(C)ccc3C)c(C)o2)c1
    4%, i, -1.7%, 0%, -6%, 9%, -0.2%, /, 8%
> COc1ccc(-c2nc3ccccc3c(=O)n2CCCN2CCOCC2)cc1
    2%, i, -5.5%, 12%, -13%, -3%, -0.1%, -1.8%, 5%
> O=C(Nc1ccc(OCc2ccccc2)cc1)c1ccccc1
    5%, i, -9.1%, -22%, 0%, -8%, -0.6%, -0.8%, 3%
> Cc1ccc(CNC(=O)CCC2CCCN(Cc3cccc4cccnc34)C2)o1 (stereo unspecified)
    -2%, i, -4.6%, 0%, -3%, 4%, -1.3%, 2.2%, 6%
> CCOC(=O)c1nc2sc3c(c2c(=O)[nH]1)CCCC3
    0%&1%, i, 0.2%, -57%&-28%, 0%&-8%, 6%, 0.6%&0.4%, /, 5%&12%
> CCN1C(=O)CSc2ccc(C(=O)NCc3ccccc3OC)cc21
    -2%, i, -4.0%, 9%, 1%, -5%, -0.3%, 4.5%, 2%
> O=C(N/N=C\c1cccc(F)c1)c1ccc(Cn2cc(Br)c([N+](=O)[O-])n2)o1
    0%, i, -4.7%, -1%, 4%, -3%, 1.0%, -1.1%, 3%
